From PubChem BioAssay
PfHsp40 yeast = restores yeast growth despite PfHsp40 toxicity; S. cerevisiae expressing PfHsp40, growth rescue, ATP luminescence; AID 504582; growth rescue, % at 12.5 µM; 340,000 tested, 0.68% active; in the data active = growth rescue above about 28%, passing the limit was not always enough; inconclusive = no clear call, values can overlap the other calls;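 also: yeast W303a lacking pdr1 and pdr3 grown in galactose medium; growth measured after three days at 30 °C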
DUSP3 inh = inhibitors of human VHR1 phosphatase (DUSP3). P51452. recombinant VHR phosphatase, pNPP absorbance. inhibition, % at 13.3 µM. 290,000 tested, 0.52% active. AID 1654; in the data active = inhibition above about 50%; also: some compounds called inactive have numbers as strong as hits
Target sequence (P51452 whole entry, looked up): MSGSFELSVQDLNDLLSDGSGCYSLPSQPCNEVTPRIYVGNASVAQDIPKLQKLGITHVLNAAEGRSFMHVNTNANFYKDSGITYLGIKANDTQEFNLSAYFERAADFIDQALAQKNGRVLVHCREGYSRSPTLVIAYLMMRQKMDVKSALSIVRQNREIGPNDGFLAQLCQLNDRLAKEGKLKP
Anthrax LF prot = blocks Bacillus anthracis lethal factor protease; P15917; multiplex microsphere protease cleavage assay, LF; inhibition, % at 10 µM; 360,000 tested, 0.12% active; also: plate controls were buffer without enzyme for full effect and enzyme alone for no effect
Target sequence (P15917 whole entry, looked up): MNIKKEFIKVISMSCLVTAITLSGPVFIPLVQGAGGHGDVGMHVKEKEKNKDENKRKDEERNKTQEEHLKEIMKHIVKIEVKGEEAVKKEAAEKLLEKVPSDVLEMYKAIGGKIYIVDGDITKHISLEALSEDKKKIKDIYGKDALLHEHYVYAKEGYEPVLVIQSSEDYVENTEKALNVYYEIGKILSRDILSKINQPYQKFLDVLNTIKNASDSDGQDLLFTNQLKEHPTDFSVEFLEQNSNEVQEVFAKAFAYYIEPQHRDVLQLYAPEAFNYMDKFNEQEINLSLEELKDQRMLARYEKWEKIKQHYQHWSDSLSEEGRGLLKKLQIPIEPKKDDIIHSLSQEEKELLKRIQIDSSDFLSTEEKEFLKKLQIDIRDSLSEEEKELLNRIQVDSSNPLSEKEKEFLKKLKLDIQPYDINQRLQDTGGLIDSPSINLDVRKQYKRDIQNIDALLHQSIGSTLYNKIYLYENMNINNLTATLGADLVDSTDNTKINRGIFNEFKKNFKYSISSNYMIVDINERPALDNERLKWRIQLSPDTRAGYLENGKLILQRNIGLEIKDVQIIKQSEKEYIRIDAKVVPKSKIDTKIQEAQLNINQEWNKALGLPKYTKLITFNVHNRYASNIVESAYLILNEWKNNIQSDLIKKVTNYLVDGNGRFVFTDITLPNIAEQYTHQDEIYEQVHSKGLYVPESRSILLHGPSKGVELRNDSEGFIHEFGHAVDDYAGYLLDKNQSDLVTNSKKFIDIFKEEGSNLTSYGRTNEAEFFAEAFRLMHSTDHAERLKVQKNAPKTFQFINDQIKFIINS
PriA SSB inh = blocks PriA binding to SSB C-terminal tail; AID 1272365; AlphaScreen SSBct-PriA binding, biotinylated peptide; inhibition, % at 33 µM; 430,000 tested, 0.6% active; in the data active = inhibition mostly above about 37%, no sharp cut-off; inactive = mostly below about 20%;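 also: plate controls were negative control peptide for no effect and reference peptide for full effect; strong numbers were not always called active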
CCHF vOTU inh = CCHFV vOTU protease inhibition; Pep-AMC fluorescence; inhibition, % at 11.5 µM; 370,000 tested, 0.55% active; in the data active = inhibition above about 30%; also: 0% = vehicle wells with enzyme and 100% = no enzyme wells
TcdB inh = inhibitors of Clostridioides difficile toxin B glycohydrolase | P18177 | TcdB glycohydrolase enzymatic assay, plate reader | inhibition, % at 9.99 µM | 350,000 tested, 0.24% active; in the data active = inhibition above about 10%
3CLpro inhibitor = SARS-CoV 3CLpro protease inhibition | recombinant SARS-CoV 3CLpro, quenched FRET peptide cleavage | 290,000 tested, 0.14% active | P0C6X7 | inhibition, % at 6 µM; in the data active = inhibition above about 12%
Vc quorum ag = inducers of Vibrio cholerae quorum light production without autoinducers | V. cholerae BH1578 lux reporter, luminescence, 6 h | activation, % at 18.7 µM | 350,000 tested, 0.16% active; in the data active = activation mostly above about 9.7%, no sharp cut-off; inconclusive = no clear call, values can overlap the other calls; inactive = mostly below about 3.7%; also: not every result past the cut was called active; inactives centre near 0; reference of the scale not given here
Y pestis TopoI = blocks Yersinia pestis topoisomerase I activity. 360,000 tested, 0.064% active. Y. pestis Topo-I cleavage product accumulation, plate reader. AID 504884. activity, % at 10 µM; in the data active = activity above about 50%, passing the limit was not always enough; inconclusive = no clear call, values can overlap the other calls; also: inactives centre near 2
BoNT-A LC inh2 = blocks Botulinum neurotoxin A light chain protease | AID 588499 | inhibition, % at 10 µM | 360,000 tested, 0.17% active | multiplex microsphere protease substrate cleavage, flow cytometry; also: plate controls were buffer without enzyme for full effect and enzyme alone for no effect
* hit, by the source's call; i = inactive; ? = inconclusive; . = no result given; & = joins results of further samples. Rule as the data show it, unless noted: active = inhibition above about 30%; inconclusive = no clear call, values can overlap the other calls; inactive = below that. A portion of the library. The share of hits here may be higher or lower than overall.

Values run as follows: Vc quorum ag	3CLpro inhibitor	PfHsp40 yeast	PriA SSB inh	DUSP3 inh	Y pestis TopoI	TcdB inh	CCHF vOTU inh	Anthrax LF prot	BoNT-A LC inh2
> C/C(CC(=O)Nc1cccnc1)=N/NC(=O)COc1ccc(Cl)cc1Br
  -0.7	2	-2.3	.	-4	-5	0.5	-12	-2	?
> Oc1ccc(CNC2CCCCC2)cc1
  i	2	-0.2	-10	22	-4	.	6	-2	-0.6
> Cc1ccc(C)c(NC(=O)Cn2nnc(C(=O)NCc3ccco3)c2N)c1
  -0.6	11	-0.8	4	7	2	0.8	-1	-2	-1.5
> Cc1ccc(NC(=O)CN(C)C(=O)c2ccc(NS(=O)(=O)c3ccc4[nH]c(=O)[nH]c4c3)cc2)cc1
  i	.	0.1	-9	.	-12	0.5	-9	-2	-0.8
> CC(C)[C@H](NC(=O)OCc1ccccc1)C(=O)N[C@@H](Cc1c[nH]c2ccccc12)C(=O)O
  i	.	0.7	-7	.	4	-0.1	-2	-6	0.0
> CCC(C)NC(=O)CN(C1CCCCC1)S(C)(=O)=O (stereo not drawn)
  -0.9	1	-0.7	-4	18	7	-3.5	-7	-4	-0.6
> Cc1ccc2nc(-c3ccc(O)cc3)c(Nc3ccc4c(c3)OCCO4)n2c1
  -0.3	1	-0.8	-8	38	-11	0.1	-3	0	-0.4
> CCN(CC(=O)Nc1c(F)cccc1F)C(=O)Cc1ccc(S(=O)(=O)N2CCOCC2)s1
  -0.4	.	0.0	-4	.	-9	-0.4	-15	.	.
> COC(=O)C(Cc1cnc(Cl)s1)(C(=O)OC)c1ccc([N+](=O)[O-])cc1
  -0.3	-1	-0.9	3	23	9	.	9	1	-1.7
> CCOc1ccc(N2CC(C(=O)NC3=NCCS3)CC2=O)cc1 (stereo not drawn)
  -2.1	2	-0.8	-5	7	4	0.5	6	-7	-0.4
> CCCS(=O)(=O)NC(=O)C1(C)CCCN(C(=O)c2ccccc2)C1 (stereo not drawn)
  i	.	.	.	.	-3	-0.2	4	-1	0.2
> Cn1c(-c2ccc3c(c2)OCO3)cnc1NC(=O)CCC(=O)NCCc1ccccc1
  -2.0	-6	0.8	4	19	-5	.	-6	-2	1.1
> COc1ccc(NC(=O)NNS(=O)(=O)c2cc(C)ccc2C)cc1OC
  -1.2	0	-0.7	7	36	-8	-0.7	19	-4	-0.1
> O=C(NCCCn1ccnc1)c1ccco1
  5.0	2	-0.3	-6	-4	7	.	-4	-4	-3.8
> Cc1cc2ccccn2c1C(=O)c1nc(NCc2ccccc2)ncc1Cl
  .	2	0.7	4	14	22	0.8	4	0	-0.1

The listing continues.
Values run as follows: Vc quorum ag	3CLpro inhibitor	PfHsp40 yeast	PriA SSB inh	DUSP3 inh	Y pestis TopoI	TcdB inh	CCHF vOTU inh	Anthrax LF prot	BoNT-A LC inh2
> Cc1ccnn1CC(=O)N/N=C/c1ccc([N+](=O)[O-])s1
  -0.5	1	-1.7	i	5	-15	1.2	7	3	-0.2
> O=C(CSc1nc(-c2ccccc2)c(-c2ccccc2)o1)N1CCOCC1
  -3.4	3	1.5	18	19	1	.	6	1	-0.1
> CCOC(=O)Cc1csc(NC(=O)c2ccncc2)n1
  2.9	-3	-0.5	-17	26	-2	.	-2	-7	0.0
> Clc1ccc(N2COC3c4cccc5cccc(c45)C32)cc1 (stereo not drawn)
  2.9	4	0.6	-4	13	6	.	0	-1	0.1
> COc1ccc(NC(=O)C2CCCN(S(=O)(=O)c3ccc4c(c3)oc(=O)n4C)C2)c(OC)c1 (stereo not drawn)
  .	2	0.4	-9	38	24	0.3	-9	-6	-0.7
> CCCCN(CC)C(=O)/C=C/c1cccc([N+](=O)[O-])c1
  i	-3	-0.2	-8	18	14	.	10	-5	0.3
> Cc1ccc(CN(C(=O)c2csnn2)C(C(=O)NC2CCCC2)c2ccc(C)o2)cc1 (stereo not drawn)
  -0.2	-5	0.7	-8	-13	2	.	-15	-2	-0.1
> COC(=O)CC(C(=O)Nc1cc(C(=O)OC)cc(C(=O)OC)c1)N1CCN(C)CC1 (stereo not drawn)
  i	-5	2.4	-1	.	1	.	10	1	0.7
> S=c1[nH]c(-c2ccccc2)cn1/N=C/c1ccccc1Br
  -0.4	5	2.0	.	11	-2	0.6	4	-2	0.5
> Cc1cc(C)c(C(O)c2ncc(-c3ccccc3Cl)[nH]2)c(C)c1 (stereo not drawn)
  -0.8	.	.	.	.	5	3.8	-5	-2	-0.2
> Cc1ccc(S(=O)(=O)N(CC(=O)N2CCCC2)C2CCCCC2)cc1
  i	0	-0.8	6	31	16	0.3	-10	-2	0.1
> CCc1cccc(C)c1NC(=O)C1CCN(c2nn3c(=O)cc(C)nc3s2)CC1
  i	7	0.1	1	2	-7	-0.1	-2	-1	-0.5
> Nc1nc(C23CC4CC(CC(C4)C2)C3)cs1
  -0.8	-4	-0.4	16	-8	13	.	-10	-1	0.4
> Cc1ccc(-c2ccc(CCC(=O)O)n2-c2cccc(C(=O)O)c2)cc1
  i	4	0.4	-5	10	0	0.6	1	-2	-0.8
> O=C(COC(=O)c1ccc(F)c(S(=O)(=O)N2CCOCC2)c1)NCCc1ccc(F)cc1
  5.9	.	0.8	-2	.	2	-0.1	-14	-8	-0.1

Next part:
Values run as follows: Vc quorum ag	3CLpro inhibitor	PfHsp40 yeast	PriA SSB inh	DUSP3 inh	Y pestis TopoI	TcdB inh	CCHF vOTU inh	Anthrax LF prot	BoNT-A LC inh2
> O=C(NCCO)C(=O)NCC(c1cccs1)S(=O)(=O)c1ccc(F)cc1 (stereo not drawn)
  -0.6	.	.	.	.	0	-0.7	8	-7	-0.3
> Cc1ccc(C)c(Cn2nnc(C(=O)Nc3ccc4c(c3)OCCO4)c2N)c1
  i	.	0.6	-19	.	9	1.0	10	0	2.1
> Cc1cccnc1CCNC(=O)c1ccc(OC2CCN(Cc3ccccn3)CC2)cc1
  -0.1	-1	-0.2	10	42	4	-0.4	4	-4	0.4
> O=C(NCC(=O)N1CCCC1)c1ccc(Br)o1
  -1.3	-3	-0.6	0	15	2	1.1	-3	-6	1.4
> COC(=O)Nc1ccc(S(=O)(=O)N2CCCC(C(=O)Nc3cccc4c3OCCO4)C2)cc1 (stereo not drawn)
  -0.3	1	1.7	0	10	12	.	-4	3	0.1
> Cc1ccccc1OC(C)C(=O)Nc1ccc2c(c1)OCCO2 (stereo not drawn)
  -1.7	0	-0.6	-12	-2	1	-0.1	4	2	0.1
> COCCCNC(=O)c1cc2cc([N+](=O)[O-])cc(OC)c2oc1=O
  -0.3	0	0.4	-15	13	-6	0.7	6	1	0.4
> Cc1ccc(S(=O)(=O)CC(CN2CCCCC2)N2CCCCC2)cc1 (stereo not drawn)
  -0.5	2	-1.1	-4	23	-3	0.1	-4	1	0.4
> COc1cc2c(cc1OC)C(C)N(C(=O)c1sc(-c3cnccn3)nc1C)CC2 (stereo not drawn)
  .	1	.	-8	18	.	1.8	-2	.	.
> CCC(C)[C@H](NC(=O)NCc1ccccc1Cl)C(=O)OC (stereo partly drawn)
  -0.2	1	0.6	-10	2	9	.	7	-2	0.0
> O=C(CCCOc1ccccc1)NCC1CCCO1 (stereo not drawn)
  -0.6	-4	-1.8	1	-25	5	.	-7	-2	-0.1
> COc1ccc(CCNC(=O)COC(=O)COc2c(C)cc(C)cc2C)cc1OC
  1.1	5	0.4	0	4	16	0.5	8	0	-1.5
> CC1(C)CC(=O)C2=C(C1)OC(N)=C(C#N)C21CCC2(CC1)OCCO2
  -0.1	-2	1.2	4	4	0	.	-12	-5	-0.5
> O=C(CN1C(=O)N/C(=C\c2ccccc2OCc2ccc(C(=O)O)cc2)C1=O)Nc1ccccc1F
  -0.5	0	-1.1	3	28	-3	1.5	16	5	-0.4
> COCCCNC(=O)C(=O)NCC1CCCN1S(=O)(=O)c1cccs1 (stereo not drawn)
  10	.	-0.3	-4	.	3	0.2	-7	0	-3.8

Later entries
Values run as follows: Vc quorum ag	3CLpro inhibitor	PfHsp40 yeast	PriA SSB inh	DUSP3 inh	Y pestis TopoI	TcdB inh	CCHF vOTU inh	Anthrax LF prot	BoNT-A LC inh2
> O=C(NCCc1ccccc1)Nc1cccc(Cl)c1
  i	4	1.4	-47	-5	1	.	3	-1	0.2
> O=C(c1ccco1)N1CCN(C(=O)c2[nH]ncc2[N+](=O)[O-])CC1
  i	4	-0.5	-18	0	0	-0.2	7	-3	0.5
> Cc1ccc([N+](=O)[O-])cc1-c1ccc2cccc(C)c2n1
  -0.3	6	-0.2	-14	16	13	.	-22	9	0.3
> Nc1ccc2nn(-c3ccccc3)nc2c1
  0.0	1	-2.1	-3	20	-8	0.7	9	-5	-0.1
> O=c1[nH]c2ccccc2c(=O)n1CCCO
  -0.4	-1	0.7	-3	8	-7	2.0	3	2	1.0
> O=C(CSc1nnnn1-c1ccccc1)c1cc2ccccc2oc1=O
  i	-1	2.2	-16	-4	-3	.	-4	4	-0.8
> Cc1cc(C)nc(SCc2cnc(C)nc2N)n1
  -0.5	-1	0.0	-5	20	8	0.6	5	-2	-0.6
> C[C@H]1CCCCO[C@H](CN(C)S(=O)(=O)c2cn(C)cn2)[C@@H](C)CN([C@@H](C)CO)C(=O)c2cc(NS(=O)(=O)c3ccccc3)ccc2O1
  -0.5	.	.	.	.	21	1.7&-0.1	-6	-2	-0.1
> COC(=O)NCC(c1ccco1)N1CCN(c2ccccc2)CC1 (stereo not drawn)
  i	1	1.0	-5	12	-11	0.0	-16	-2	-0.4
> COc1ccc(C(C)=O)cc1COC(=O)C1CCN(C(=O)c2ccc(Cl)cc2)CC1
  -1.5	.	0.5	1	.	29	-2.1	4	1	-0.3
> COc1ccc(/C=C/C(=O)NC(=S)N2C[C@H]3C[C@H](C2)c2cccc(=O)n2C3)cc1OC
  -0.6	6	-1.3	.	17	-1	0.5	2	-5	0.4
> COC(=O)c1cc(NC(=O)CN(c2ccc(OC)cc2)S(=O)(=O)c2ccc(F)cc2)ccc1Cl
  -2.4	8	?	-3	39	12	.	10	-4	0.3
> COc1ccc(N/C=C\C(=O)c2ccc3ccccc3c2)cc1
  i	-2	1.3	-4	19	-4	0.9	-4	3	?
> CCN(CC)C(=O)CSc1nnc([C@@H](N)C(C)C)o1
  -0.5	-1	0.6	0	-4	-6	1.3	-20	-6	-0.1
> CCOC(=O)N1CCN(c2c(NCCCN(CC)c3cccc(C)c3)c(=O)c2=O)CC1
  -1.0	0	0.5	14	14	18	.	-3	-4	-0.6

Next part; it opens with the four that closed the last part.
Values run as follows: Vc quorum ag	3CLpro inhibitor	PfHsp40 yeast	PriA SSB inh	DUSP3 inh	Y pestis TopoI	TcdB inh	CCHF vOTU inh	Anthrax LF prot	BoNT-A LC inh2
> COC(=O)c1cc(NC(=O)CN(c2ccc(OC)cc2)S(=O)(=O)c2ccc(F)cc2)ccc1Cl
  -2.4	8	?	-3	39	12	.	10	-4	0.3
> COc1ccc(N/C=C\C(=O)c2ccc3ccccc3c2)cc1
  i	-2	1.3	-4	19	-4	0.9	-4	3	?
> CCN(CC)C(=O)CSc1nnc([C@@H](N)C(C)C)o1
  -0.5	-1	0.6	0	-4	-6	1.3	-20	-6	-0.1
> CCOC(=O)N1CCN(c2c(NCCCN(CC)c3cccc(C)c3)c(=O)c2=O)CC1
  -1.0	0	0.5	14	14	18	.	-3	-4	-0.6
> C[C@H]1CN=C(Nc2ccccc2)N1CCc1ccc(F)cc1
  i	.	-0.3	4	.	5	0.4	17	2	-0.6
> Cn1c(=O)cc(SCC(=O)Nc2ccc3c(c2)OCO3)c2ccccc21
  2.4	0	1.2	-24	1	12	.	-1	1	0.4
> Cc1ccccc1N(C(=O)c1csnn1)C(C(=O)NC(C)(C)C)c1ccncc1 (stereo not drawn)
  -0.6	0	1.1	-11	8	0	1.5	5	-3	-0.9
> N=c1c2c3c(sc2nc2n1CCC2)CCCC3
  -0.7	2	7.4	-3	13	2	.	0	?	?
> O=C(Nc1nnc(-c2ccccc2)o1)c1cccc(N2C(=O)CCC2=O)c1
  -2.6	9	-1.4	-12	3	4	.	1	-3	-0.1
